# PLCb3 inh – human PLC-beta3 inhibitors, primary screen, biochemical, fluorescence. 1-phosphatidylinositol 4,5-bisphosphate phosphodiesterase beta-3 (Homo sapiens), Q01970. Purified PLC-beta3, fluorogenic substrate. inhibition, % at 12.2 µM. hit rate 0.18% among 370,000. AID 720704, 2013; in the data active = inhibition above about 11%;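 also: 0% = median of compound wells on plate and 100% = full blocker control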
# Target sequence (Q01970 whole entry, looked up): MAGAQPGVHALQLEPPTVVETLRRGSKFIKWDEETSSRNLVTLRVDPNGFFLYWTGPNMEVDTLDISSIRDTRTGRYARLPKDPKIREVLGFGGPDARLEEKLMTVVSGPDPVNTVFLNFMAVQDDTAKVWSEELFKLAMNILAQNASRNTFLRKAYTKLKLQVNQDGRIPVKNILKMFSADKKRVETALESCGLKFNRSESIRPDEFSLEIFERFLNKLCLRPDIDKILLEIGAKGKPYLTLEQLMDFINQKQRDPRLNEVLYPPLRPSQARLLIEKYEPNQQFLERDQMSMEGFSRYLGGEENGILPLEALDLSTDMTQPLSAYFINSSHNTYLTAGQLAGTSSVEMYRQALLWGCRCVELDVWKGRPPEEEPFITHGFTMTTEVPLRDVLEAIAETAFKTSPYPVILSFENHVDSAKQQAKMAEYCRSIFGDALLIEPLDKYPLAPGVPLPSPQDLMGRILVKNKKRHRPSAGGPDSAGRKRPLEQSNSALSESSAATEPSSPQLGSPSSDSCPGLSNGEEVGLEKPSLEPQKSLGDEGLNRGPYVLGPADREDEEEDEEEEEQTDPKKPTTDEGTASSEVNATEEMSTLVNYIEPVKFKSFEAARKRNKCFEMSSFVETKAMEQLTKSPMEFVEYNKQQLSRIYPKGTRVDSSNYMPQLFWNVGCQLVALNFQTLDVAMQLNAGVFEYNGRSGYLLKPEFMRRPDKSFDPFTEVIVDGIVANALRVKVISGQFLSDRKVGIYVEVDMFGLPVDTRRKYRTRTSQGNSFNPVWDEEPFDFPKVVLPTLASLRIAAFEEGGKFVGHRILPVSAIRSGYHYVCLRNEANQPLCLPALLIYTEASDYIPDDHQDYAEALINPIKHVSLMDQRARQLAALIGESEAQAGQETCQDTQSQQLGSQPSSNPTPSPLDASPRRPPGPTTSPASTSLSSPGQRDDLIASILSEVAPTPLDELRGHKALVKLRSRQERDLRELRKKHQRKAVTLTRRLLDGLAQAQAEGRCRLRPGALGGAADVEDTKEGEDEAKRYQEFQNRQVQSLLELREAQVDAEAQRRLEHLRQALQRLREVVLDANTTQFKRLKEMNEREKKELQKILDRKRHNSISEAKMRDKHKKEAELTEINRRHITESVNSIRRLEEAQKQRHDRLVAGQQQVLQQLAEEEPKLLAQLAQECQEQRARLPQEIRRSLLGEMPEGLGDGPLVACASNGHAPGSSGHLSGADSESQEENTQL
# DAX1 inh-1 – DAX1 (NR0B1) inhibitors, primary screen, cell-based, HEK293, Gal4-DAX1, luciferase luminescence. Nuclear receptor subfamily 0 group B member 1 (Homo sapiens), P51843. HEK293 Gal4-DAX1 luciferase reporter. inhibition, % at 6.75 µM. hit rate 0.99% among 340,000. AID 504766, 2011;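 active = inhibition above the mean over all tested compounds plus 3 SD, cut at about 4.2% in these data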;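 also: 0% = DAX1-transfected cells with DMSO and 100% = empty-vector control cells with DMSO; inhibition shows as a rise in luminescence from relieved DAX1 repression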
# sPLA2-III inh – human group III sPLA2 inhibitors, primary screen, biochemical, QFRET, BODIPY PC-A2 liposome substrate; Group 3 secretory phospholipase A2 (Homo sapiens), Q9NZ20; QFRET BODIPY PC-A2 liposome hydrolysis, fluorescence; inhibition, % at 12.2 µM; hit rate 0.56% among 370,000; AID 743126, 2013;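 active = inhibition above mean plus 3 SD of compounds lying within the high and low control bounds, cut at about 19% in these data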;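 also: 0% = median of test compound wells and 100% = no enzyme DMSO wells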
# hcDAF12 agonist – H. contortus DAF-12 nuclear receptor activators, primary screen, cell-based, luminescence, HEK293, lit1-tk-luc reporter; hit rate 1.4% among 370,000; HEK293 hcDAF-12 lit1-tk-luc reporter; 0% DMSO, 100% Δ7-dafachronic acid; AID 652067, 2013; activation, % at 6.8 µM;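 active = activation above the mean of all tested compounds plus 3 SD, cut at about 5.5% in these data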;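 also: 100% = response to 3 µM Δ7-dafachronic acid high control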
# hgDAF-12 ag – H. glycines DAF-12 receptor agonists, primary screen, cell-based, luminescence, HEK293, GAL4 fusion, UAS-luciferase; Nuclear hormone receptor DAF-12 (Heterodera glycines), GAL4 fusion; HEK293 GAL4-hgDAF12 UAS-luciferase reporter, agonist luminescence; normalized to butyrate control; activation, % at 6.8 µM; hit rate 1.8% among 370,000; AID 687014, 2013;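 active = activation above a cutoff set at the mean of all screened compounds plus 3 SD, cut at about 10% in these data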;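 also: 0% = DMSO wells and 100% = sodium butyrate wells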
# SMARCA2 act – SMARCA2 (BRM) function activators, primary screen, cell-based, luminescence, high throughput | MG213 cells, MMTV-luciferase reporter, dexamethasone, overnight | activation, % at 9.1 µM | hit rate 1% among 370,000; in the data active = activation above about 7.8%;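 also: 0% = vehicle wells and 100% = reference activator wells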
# DAX1 inh-2 – DAX1 (NR0B1) inhibitors on StAR promoter, primary screen, cell-based, luminescence, SF-1 (NR5A1), full-length DAX-1; hit rate 1.1% among 370,000; HEK293T StAR-luciferase reporter, SF-1/DAX-1 repression relief; inhibition, % at 6.8 µM; AID 652010, 2013;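 active = inhibition above the mean over all tested compounds plus 3 SD, cut at about 3.6% in these data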;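 also: 0% = DAX-1 cells with DMSO and 100% = cells lacking DAX-1 with DMSO; higher inhibition means more luminescence from relief of DAX-1 repression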
# PG9 binder – binders of HIV-1 gp120 antibody PG9, primary screen, biochemical, TR-FRET; AID 624416, 2012; inhibition, % at 6.7 µM; hit rate 0.43% among 360,000; HIV-1 gp120 / PG9 antibody interaction; TR-FRET gp120-PG9 antibody binding; in the data active = inhibition above about 8.5%
# Rev-erbA mod – modulators of Rev-erb alpha DNA binding, primary screen, biochemical, FITC-DNA, fluorescence polarization, uHTS. Rev-erbα–FITC-DNA binding, 90 min. activity, % at 10 µM. hit rate 0.79% among 370,000. AID 1259318, 2017;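 active = activity above about 14%, limit read from the data; passing the limit was not always enough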;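 also: 0% = DMSO wells with 35 nM protein and 100% = DMSO wells with 750 nM protein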
# ssDAF12 agonist – S. stercoralis DAF-12 nuclear receptor activators, primary screen, cell-based, luminescence, HEK293, GRIP1 co-expression, lit1-tk-luc; activation, % at 6.8 µM; HEK293 ssDAF-12/GRIP1 lit1-tk-luc reporter; % of 3 µM dafachronic acid response; Nuclear hormone receptor DAF-12 (Strongyloides stercoralis); hit rate 1% among 370,000;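 active = activation above the mean over all tested compounds plus 3 SD, cut at about 0.9% in these data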;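 also: 0% = DMSO-only wells and 100% = 3 µM delta7-dafachronic acid wells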
# GAA850 FXN act – FXN promoter activators, primary screen, cell-based, luciferase luminescence, HEK293 lucGAA850; HEK293 lucGAA850 FXN promoter luciferase reporter, 24 h; percent of 10 µM SAHA response; activation, % at 6 µM; hit rate 0.56% among 360,000;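 active = activation above the average of all compounds screened plus 3 SD, cutoff fixed separately per campaign, cut at about 7.5% in these data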;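 also: 0% = DMSO wells and 100% = 10 µM SAHA wells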
# Starred values were filed as active, the others as inactive; nt = not tested or not shown.
smiles	PLCb3 inh	DAX1 inh-1	sPLA2-III inh	hcDAF12 agonist	hgDAF-12 ag	SMARCA2 act	DAX1 inh-2	PG9 binder	Rev-erbA mod	ssDAF12 agonist	GAA850 FXN act
CC(C)C(=O)Nc1cccc(-c2nc3ncccc3o2)c1	-23.9	0.6	0.8	-0.2	1.2	-1.5	-0.1	-2.0	3.4	-0.5	1.1
CC1=Nc2cccc3cccc(c23)N1	-0.4	-0.1	11.0	-2.4	-2.2	-1.2	-1.2	-10.4	-27.9	-1.2	0.5
COC(=O)c1ccc(=O)n(Cc2ccco2)c1	-34.2	0.4	-2.7	-1.0	-3.5	-1.4	1.3	0.5	1.3	-0.8	-2.3
CN(C)C(CNC(=O)Cc1cccc(C(F)(F)F)c1)c1ccco1 (centres undefined)	-18.1	-0.9	-15.6	2.4	-0.9	0.9	-0.1	-0.1	7.4	-1.3	0.1
COc1cccc(-n2nnc3c(=O)n(CC(=O)OCc4ccccc4)cnc32)c1	-0.1	0.9	3.5	-0.8	-1.7	-2.7	0.2	-0.7	1.8	-1.4	-1.2
O=C(CN1C(=O)C(=O)c2ccccc21)c1ccccc1	-1.8	0.1	-3.4	-1.1	4.1	-1.5	-0.2	-1.9	-0.2	-0.6	1.6
Cc1ccc(OCCn2c(Br)nc3c2c(=O)n(C)c(=O)n3C)cc1	2.8	-0.8	-3.7	-0.8	-1.7	6.9	-0.5	-0.5	-7.6	-1.1	-5.7
Cc1ccc(-c2cc(C(=O)Nc3ccc(S(=O)(=O)Nc4nccs4)cc3)c3ccccc3n2)c(C)c1	3.9	-0.7	-38.9	0.9	1.2	-4.3	-0.7	-1.9	0.2	-1.1	-3.4
CCOc1ccc(C2CC(c3cccc(C)c3)n3ncnc3N2)cc1 (centres undefined)	-34.7	-2.0	-1.3	-2.8	-1.3	-1.4	0.1	-2.4	8.1	-0.6	1.3
O=C(Nc1ccc(N2CCCCC2)cc1)c1cc(S(=O)(=O)N2CCOCC2)ccc1F	-9.9	-2.0	-3.5	-2.4	-0.7	-2.1	-0.8	-0.9	-5.4	-0.9	1.0
C=CCOc1ccc(CN(C)CC(=O)Nc2ccc3c(c2)CCC3)cc1	-8.7	-1.9	-9.9	0.6	3.9	-2.0	-1.0	1.2	-2.2	-1.0	-0.9
CCN(C(=O)COC(=O)c1nc(Cl)ccc1Cl)C1CCS(=O)(=O)C1 (centres undefined)	-7.3	0.6	-2.1	0.4	0.7	1.9	2.6	-1.4	-2.0	-1.1	0.3
CCOC1=C2[C@@H](CN(S(=O)(=O)c3ccccc3)[C@H]2c2ccccc2)[C@H]2C(=O)N(c3ccccc3)C(=O)[C@H]2C1	-0.6	nt	-23.7	-0.7	0.1	-0.7	-0.4	-0.4	-7.2	-0.7	nt
Nc1scc2c(C(=O)N/N=C/c3ccc(Cl)cc3)nn(-c3ccccc3)c(=O)c12	-1.0	0.5	-0.8	-0.6	-1.0	-0.2	0.7	-3.5	-3.8	-2.0	0.1
CC(C)CCN1CCN(Cc2cccc(-n3cccn3)c2)CC1CCO (centres undefined)	-2.9	1.4	0.5	-0.1	0.5	3.7	-0.4	-2.5	-5.4	-1.1	0.3

smiles	PLCb3 inh	DAX1 inh-1	sPLA2-III inh	hcDAF12 agonist	hgDAF-12 ag	SMARCA2 act	DAX1 inh-2	PG9 binder	Rev-erbA mod	ssDAF12 agonist	GAA850 FXN act
CN1CCN(c2nc(-c3ccc(Cl)cc3Cl)nc3ccccc23)CC1	-6.2	-0.1	-11.6	-1.1	-1.2	0.5	-0.7	-2.3	6.0	-2.2	3.0
Cc1ccc(C)c(NC(=O)CSc2nnc(-c3ccncc3)o2)c1	-9.0	nt	14.6	0.1	0.3	-3.0	0.2	0.8	2.6	-1.4	0.3
CS(=O)(=O)N(CC(=O)NC1CC2CCC1C2)c1cccc(C(F)(F)F)c1 (centres undefined)	8.4	2.0	3.7	-1.4	-1.3	-2.5	-1.1	-1.7	-2.5	-1.4	0.9
CCC1(C)NC(C(=O)O)Cc2c1[nH]c1ccccc21 (centres undefined)	-7.6	-1.4	12.2	3.8	1.6	-3.9	0.1	-1.2	3.6	1.7*	1.0
CN(CC(=O)Nc1ccccc1Br)C(=O)c1ccccc1-c1nc2ccccc2s1	-7.0	-0.9	-3.3	-0.9	-2.9	-2.0	-0.7	1.6	2.4	-1.2	0.4
CC(C)Cn1c2c(c(=O)[nH]c1=O)C(NS(=O)(=O)c1ccc(Cl)cc1)(C(F)(F)F)C(=O)N2 (centres undefined)	-11.7	4.3*	14.5	1.8	-2.0	-3.2	-0.2	-0.4	1.1	-0.9	4.5
CCOCCCN(C(=O)CNC(=O)c1ccco1)C(C(=O)NC1CCCC1)c1ccccc1C (centres undefined)	2.8	0.3	3.2	-1.1	0.4	-6.9	0.9	-0.7	-3.0	-1.2	0.4
COc1ccc(N/C(=C/[N+](=O)[O-])SC)cc1	4.0	-0.8	-7.3	0.0	3.6	2.0	-0.7	-0.6	-2.8	-1.0	0.3
Cc1ccc(NC(=O)NNC(=O)C2CC(c3cccs3)=NO2)cc1 (centres undefined)	-9.3	0.8	-15.8	-1.0	-1.1	-2.7	1.1	-0.8	0.7	-1.1	1.3
CCOc1ccc(NCc2cc3c(C(C)(C)C)nn(-c4ccccc4)c3[nH]c2=O)cc1	-367.6	-0.2	-23.6	-2.1	0.4	0.9	1.1	-1.0	-1.9	-1.7	3.3
O=C(CCc1ccccc1)NCCC1=CCCCC1	-1.1	1.9	17.9	-1.9	4.9	0.4	1.0	0.5	6.6	-0.5	4.0
CCOC(=O)Nc1cccc(OCC(=O)Nc2ccccc2OC)c1	0.5	-1.5	-1.8	-2.6	-0.7	3.2	-0.9	-3.6	0.4	-1.1	4.0
COc1cc(/C=C/C(=O)Nc2ccc3[nH]c(=O)[nH]c3c2)cc(OC)c1OC	-35.0	-0.1	-6.5	-1.7	-0.3	-1.1	-0.3	0.7	-4.5	-1.1	1.9
CCCCc1nnc(NC(=O)C2CC(=O)N(c3ccc(C)cc3)C2)s1 (centres undefined)	-5.7	-0.1	2.0	0.1	2.2	-3.1	0.1	-0.7	3.0	-1.1	-1.6
CCC(C)SCc1nc2ccccc2[nH]1 (centres undefined)	-8.5	-0.8	5.3	1.5	3.2	2.4	-0.3	-0.5	0.1	0.1	-1.5

smiles	PLCb3 inh	DAX1 inh-1	sPLA2-III inh	hcDAF12 agonist	hgDAF-12 ag	SMARCA2 act	DAX1 inh-2	PG9 binder	Rev-erbA mod	ssDAF12 agonist	GAA850 FXN act
COc1ccccc1CNC(=O)COC(=O)c1cc(=O)[nH]c2ccccc12	-180.9	-0.5	-12.8	4.0	1.9	1.4	0.8	-1.0	-0.1	-0.1	1.9
N=c1oc2ccccc2cc1C(=O)N/N=C/c1ccccc1	-6.8	0.5	0.4	1.0	-1.2	1.3	-0.2	-1.8	-3.4	-0.1	0.9
C[C@@H]1CN([C@@H](C)CO)C(=O)CCCn2nncc2CO[C@@H]1CN(C)C(=O)c1ccccc1	5.4	0.4	5.2	-0.9	-0.3	-3.4	0.3	0.3	8.0	-1.1	1.7
O=C(NC(=S)N1CCN(Cc2ccccc2)CC1)c1ccco1	-5.3	-2.0	10.5	1.3	3.0	-2.3	0.1	-1.9	-1.3	-1.2	0.4
COc1ccc(/C=C2/SC(=O)N(CCC(=O)Nc3ccc(S(=O)(=O)Nc4nccs4)cc3)C2=O)cc1	2.2	3.5	-65.2	-0.1	3.4	0.8	0.8	0.6	2.5	-1.2	2.9
CC(=O)NC(c1cccc(F)c1)c1nc(-c2ccccc2C)cs1 (centres undefined)	-2.2	nt	5.0	1.0	-1.3	7.4	0.1	1.1	4.6	-1.5	-0.5
NS(=O)(=O)c1ccc(CCNC(=O)CSc2nc3ccccc3c(=O)n2CC2CCCO2)cc1 (centres undefined)	-5.5	0.3	-1.6	1.6	3.5	-2.1	0.8	-1.6	7.1	-1.6	1.5
CN(Cc1c(F)cccc1Cl)C(=O)CNC(=O)c1sc2ccccc2c1Cl	-1.1	0.1	0.4	1.9	1.8	1.9	0.3	-1.7	1.8	-0.8	1.1
Cc1c(Cc2ccccc2)c(=O)oc2cc(OCC(N)=O)ccc12	-26.9	0.8	1.3	-0.1	-0.1	-4.2	0.5	1.1	0.6	-1.0	0.4
CCn1nc(C)c(CN2CCCC(CO)(Cc3ccccc3)C2)c1C (centres undefined)	-0.6	-0.1	1.8	-1.0	-2.1	2.0	-1.6	0.2	0.2	-1.7	1.7
O=C(NC1CCN(Cc2ccc(F)cc2)CC1)c1ccccc1	-6.5	1.9	4.2	-1.6	-0.8	-2.2	0.1	1.0	-2.1	-1.4	0.6
Cc1sc(NC(=O)/C=C/c2ccco2)c(C(=O)O)c1C	-20.5	2.1	-5.0	1.6	2.2	2.9	0.8	-0.9	-0.5	0.2	6.1
CCOC(=O)N1CCN(C(=O)CS(=O)(=O)Cc2nc(-c3ccccc3F)oc2C)CC1	-11.5	-0.5	-7.2	0.1	0.7	-1.0	-1.6	0.4	2.6	-1.4	0.5
COc1ccc(S(=O)(=O)NCc2ccccn2)cc1NC(=O)c1ccccc1C	1.1	-2.4	4.5	1.0	-0.2	-2.2	-6.2	0.5	-9.9	-0.6	-0.7
CCCN(C(=O)C1CCCN(c2ncnc3c2nc2n3CCCCC2)C1)c1ccc(F)cc1 (centres undefined)	-5.1	-0.7	-4.6	-0.5	1.7	-1.3	0.1	-1.1	-0.4	-0.9	-1.9
Cc1ccccc1C(=O)NNC(=O)CSc1nnc(-c2ccncc2)n1-c1ccccc1	0.5	0.4	-0.4	0.6	0.5	-3.0	0.1	-1.1	-0.4	-1.4	2.0
COc1ccccc1C(=O)NCCC(=O)NC1CCCC(C)C1C (centres undefined)	-5.7	-0.7	3.1	-0.7	-0.8	-1.8	1.0	-1.5	-3.6	-0.9	1.7
Cc1nc(SCc2ccc(C(=O)O)cc2)nc2c1CCCC2	3.0	-1.7	-5.3	-3.4	-11.2	-5.7	-0.9	-3.7	-0.8	-2.0	-5.2

# Screening results deposited in PubChem by several laboratories.

# Hits appear at their usual frequency. About 7% of those tested had a hit in this group.
